PLK1 PBD inh: blocks phosphopeptide binding to human Plk1 polo box domain. P53350. Plk1 PBD phosphopeptide binding, fluorescence polarization. inhibition, %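 (tested at about 20 µM)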. actives 0.13% (n = 97,000). AID 693; in the data active means inhibition above about 34%, passing the limit was not always enough
S1P2 agonist: agonists of human S1P2 receptor | O95136 | S1P2-expressing cell line, agonist reporter read-out | activation, % at 4.5 µM | actives 0.46% (n = 97,000) | AID 729; in the data active means activation above about 16%;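 further: 0% = vehicle low control and 100% = maximal reference agonist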
PLK1 inh: PLK1 (human) kinase inhibition; P53350; recombinant PLK1 kinase, TR-FRET peptide phosphorylation; inhibition, % at 10 µM; actives 0.53% (n = 97,000); AID 619;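 active means inhibition of 50% or more in the single-concentration screen; inactive means inhibition below 50%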;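 further: 0% = DMSO max control and 100% = H-89 dihydrochloride min control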
S1P2 antag: blocks the human S1P2 receptor | inhibition, % at 5 µM | actives 0.21% (n = 97,000) | O95136 | cell-based S1P2 antagonist assay, inhibition at 5 uM; in the data active means inhibition above about 45%;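 further: CRE beta-lactamase reporter cells expressing human S1P2 stimulated with S1P; 0% = agonist at EC80 alone and 100% = agonist plus reference antagonist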
FAK blocker: inhibitors of human focal adhesion kinase | AID 727 | Q05397 | actives 0.84% (n = 97,000) | inhibition, %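 (tested at 7 µM)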 | biochemical FAK kinase activity assay; in the data active means inhibition above about 19%;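 further: 0% = DMSO and 100% = reference compound high control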
MT1-MMP txn act: MT1-MMP promoter transcription activation; HT1080 MT1-MMP promoter luciferase reporter, luminescence, overnight; hits give high values; activation factor at 10 µM; actives 0.16% (n = 86,000);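 active means activation factor of at least 2 for MT1-MMP transcription at 10 µM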
EphB4 ephrin blk: blocks human EphB4 binding to ephrin-B2; inhibition, % at 7 µM; EphB4 LBD / TNYL-RAW-Alexa532 peptide, fluorescence polarization; actives 0.15% (n = 97,000); AID 720; P54760;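 active means inhibition above the screen-wide mean inhibition plus 3 SD, cut at about 15% in these data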;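 further: 0% = DMSO wells and 100% = excess unlabeled TNYL-RAW peptide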
Target sequence (P54760 whole entry, looked up, the tested form may be a part): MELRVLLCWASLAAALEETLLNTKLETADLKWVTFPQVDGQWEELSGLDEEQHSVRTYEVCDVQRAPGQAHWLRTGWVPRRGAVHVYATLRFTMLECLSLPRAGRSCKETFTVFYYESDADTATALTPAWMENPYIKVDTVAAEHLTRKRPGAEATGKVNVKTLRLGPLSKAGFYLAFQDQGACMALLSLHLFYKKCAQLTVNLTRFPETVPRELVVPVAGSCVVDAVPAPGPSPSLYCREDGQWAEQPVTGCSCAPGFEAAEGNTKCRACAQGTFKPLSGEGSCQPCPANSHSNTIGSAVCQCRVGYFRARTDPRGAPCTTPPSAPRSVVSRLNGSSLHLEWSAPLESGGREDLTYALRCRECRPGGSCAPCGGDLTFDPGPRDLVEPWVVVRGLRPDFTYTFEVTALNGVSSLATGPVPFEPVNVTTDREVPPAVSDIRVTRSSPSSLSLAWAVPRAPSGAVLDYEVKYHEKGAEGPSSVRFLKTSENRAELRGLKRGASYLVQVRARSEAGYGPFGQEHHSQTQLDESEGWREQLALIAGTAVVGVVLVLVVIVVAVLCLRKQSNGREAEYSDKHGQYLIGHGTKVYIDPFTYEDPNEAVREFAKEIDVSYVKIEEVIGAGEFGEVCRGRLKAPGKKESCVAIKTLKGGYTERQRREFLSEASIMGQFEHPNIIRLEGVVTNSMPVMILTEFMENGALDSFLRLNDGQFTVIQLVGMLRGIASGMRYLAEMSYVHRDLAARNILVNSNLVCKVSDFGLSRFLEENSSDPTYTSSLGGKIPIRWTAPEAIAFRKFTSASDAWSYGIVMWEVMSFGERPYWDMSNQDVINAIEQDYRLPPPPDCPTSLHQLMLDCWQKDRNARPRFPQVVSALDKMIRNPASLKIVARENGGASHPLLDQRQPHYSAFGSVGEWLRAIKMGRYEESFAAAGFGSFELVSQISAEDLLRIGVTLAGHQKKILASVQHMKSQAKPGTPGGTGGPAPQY
PLAP act: activates human placental alkaline phosphatase; AID 696; activation fold at 20 µM; P05187; actives 1.2% (n = 96,000); purified PLAP enzyme, luminescent substrate read-out; hits give high values; in the data active means activation fold above about 2
HIV Rev-RRE inh: HIV Rev-RRE protein-RNA interaction inhibition; inhibition, % at 8 µM; Rev peptide-RRE RNA binding, FRET; P05866; actives 0.79% (n = 97,000);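 active means inhibition above the screen-wide mean plus 3 SD, cut at about 35% in these data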;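 further: 0% = median DMSO wells and 100% = median Neomycin B control wells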
Target sequence (P05866 whole entry, looked up): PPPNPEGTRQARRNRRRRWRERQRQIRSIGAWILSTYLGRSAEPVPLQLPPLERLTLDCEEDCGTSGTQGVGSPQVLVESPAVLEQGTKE
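assay system = Cy5-tagged RRE RNA duplex with fluorescein-tagged Rev peptide | incubation = 5 + 15 min at 25 °C | also added = labelled Rev peptide | measure = % inhibition of FRET ratio versus controls | benchmarks = DMSO wells as 0% and neomycin B wells as 100% inhibition | measured by = FRET fluorescence readout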
The depositor's hits bear a star; x = not tested or not shown.

Start of the data: the first 3 compounds as a preview:
Structure	PLK1 PBD inh	S1P2 agonist	PLK1 inh	S1P2 antag	FAK blocker	MT1-MMP txn act	EphB4 ephrin blk	PLAP act	HIV Rev-RRE inh
COc1cccc(C(=O)Nc2nc(-c3ccc(S(=O)(=O)N4CCOCC4)cc3)cs2)c1	-10.5	-6.7	-17.7	27.6	1.5	0.9	-1.6	1	-8.6
CCOC(=O)c1sc(SCC(=O)Nc2ccc(N(C)C)cc2)nc1N	0.1	-8.4	-7.2	12.2	-2.0	1	-3.8	1.2	-0.2
O=C(O)c1cc2nc(-c3ccccc3)cc(C(F)(F)F)n2n1	-2.5	-4.8	-13.6	23.9	-2.5	1.2	0.2	1.2	11.0

The list itself, from the start:
Structure	PLK1 PBD inh	S1P2 agonist	PLK1 inh	S1P2 antag	FAK blocker	MT1-MMP txn act	EphB4 ephrin blk	PLAP act	HIV Rev-RRE inh
COc1cccc(C(=O)Nc2nc(-c3ccc(S(=O)(=O)N4CCOCC4)cc3)cs2)c1	-10.5	-6.7	-17.7	27.6	1.5	0.9	-1.6	1	-8.6
CCOC(=O)c1sc(SCC(=O)Nc2ccc(N(C)C)cc2)nc1N	0.1	-8.4	-7.2	12.2	-2.0	1	-3.8	1.2	-0.2
O=C(O)c1cc2nc(-c3ccccc3)cc(C(F)(F)F)n2n1	-2.5	-4.8	-13.6	23.9	-2.5	1.2	0.2	1.2	11.0
O=C(CN1CCCCC1)Nc1ccc(S(=O)(=O)N2CCOCC2)cc1	-32.0	-1.8	-3.9	-12.5	-0.9	1.1	-3.2	0.9	2.4
CC1OC2(OC1C)C(=O)Nc1ccccc12 (stereo unspecified)	2.0	-4.1	8.7	-10.0	0.6	1.1	4.4	1	1.7
COc1ccc(OC)c(NC(=S)N2CCN(c3ccccn3)CC2)c1	-3.7	-4.8	-0.7	-15.2	-8.6	x	6.8	0.9	1.7
O=C1CC(N2CCC(c3nc4ccccc4[nH]3)CC2)C(=O)N1Cc1ccccc1 (stereo unspecified)	-20.5	-1.6	-6.4	2.8	-1.2	1.2	3.5	1	8.0
Cc1noc(C)c1C(=O)Nc1ccc2c(c1)CCC2	4.5	-4.6	-7.3	0.6	1.2	1.1	-1.6	1	4.0
COc1ccc(N=C2C(=O)Nc3ccccc32)cc1	4.0	-0.8	-8.8	3.8	-2.2	1.1	1.2	0.9	4.1
CCOC(=O)N1CCN(c2nc(C(F)(F)F)nc3c(C)cc(C)cc23)CC1	-9.0	-6.9	-10.3	10.2	0.2	1.1	-1.7	1.1	4.6
CC(=O)N1CCN(c2ccc(NC(=O)c3cccc(OCc4ccccc4)c3)cc2)CC1	8.0	0.2	-5.6	5.8	2.4	x	7.1	1	-4.8
O=C(c1ccc2snnc2c1)N1CCN(c2ccccc2)CC1	7.1	-1.4	-3.5	-21.5	-0.3	1.1	-5.7	1.5	4.3
CC1CCCCC1NC(=O)CN1CCC(O)(c2ccc(F)cc2)CC1 (stereo unspecified)	-4.3	-9.1	2.7	-2.6	1.5	1.1	7.6	1.3	1.8
O=C(NCCCCCCNC(=O)c1ccc(Br)s1)c1ccc(Br)s1	13.0	-4.7	-7.3	1.2	-36.8	1	1.2	x	9.7
COC(=O)c1ccc(C(=O)OC)nc1	-3.5	-2.0	-0.2	5.6	0.2	1.1	-4.4	0.9	4.9
N#CC1=C(Nc2ccccc2)SC=C(c2ccc(Br)cc2)N=C1N1CCOCC1	-30.0	-6.8	-10.2	13.9	0.7	x	10.8	1	-0.4
CSc1nc(C)cc(OCCNS(=O)(=O)c2ccc(C)cc2)n1	-16.1	-1.3	-3.9	-19.6	-2.3	1.1	-4.4	x	-5.1
O=S1(=O)C=CC(Nc2cccc(Cl)c2)C1 (stereo unspecified)	14.6	-0.2	-19.6	-22.4	2.2	1.1	2.8	0.9	2.0
Nc1cc(=O)[nH]c(SCC(=O)Nc2ccc(Cl)c(Cl)c2)n1	-1.0	-7.0	1.4	20.5	0.1	x	2.7	1.1	9.1
COC(=O)/C(=C\Nc1ccccc1)NC(=O)c1ccc(Cl)cc1Cl	8.9	-5.8	-8.7	15.6	0.7	x	2.5	0.7	8.8
CCC(C)(C)n1nnnc1C(c1ccc(OC)c(OC)c1)N1CCN(c2ccc(OC)cc2)CC1 (stereo unspecified)	16.3	-6.2	1.7	-9.1	-1.4	1.1	-4.6	1.3	-5.8
CCOC(=O)C1=C(c2ccccc2)NC(SCC(=O)Nc2cccc(C)c2)=C(C#N)C1c1ccco1 (stereo unspecified)	-6.5	-2.5	-6.8	-88.7	-1.9	1.1	-13.3	1	4.4
CCOC(=O)NC(Nc1ncccn1)(C(F)(F)F)C(F)(F)F	11.2	-10.0	-15.7	9.8	0.4	1.1	-0.3	0.9	1.1
CC(C)OC(=O)NC(C)(C)COC(=O)Nc1cccc(Cl)c1	-3.5	-1.8	-4.5	-3.4	1.1	1.2	4.3	x	12.8
CCN(CCCNC(=O)C1CCN(S(=O)(=O)N2CCOCC2)CC1)c1cccc(C)c1	-3.2	-5.3	1.6	-3.9	-5.5	1.1	3.1	1.4	-4.5
CC(=O)c1c(C)[nH]c(C(=O)Nc2c(C)n(C)n(-c3ccccc3)c2=O)c1C	-18.7	0.6	-7.3	2.3	-0.3	1.1	2.2	0.9	2.4
CC(C)Oc1ccc(C(=O)N/N=C/c2ccc(-c3ccc(S(=O)(=O)Nc4ncccn4)cc3)o2)cc1	-25.5	-4.5	-8.0	-7.1	-2.5	1	-6.8	1.9	3.9
CSc1nnc2c3ccccc3n(Cc3ccccc3)c2n1	7.1	-5.5	-14.4	5.8	-2.1	1	-7.0	0.9	-1.6
O=C1OCC(CO)(CO)N=C1NNc1ccc(Cl)c(Cl)c1	10.8	-4.4	-9.2	0.4	-8.9	x	-2.8	1.1	0.5
CCOC(=O)c1nn(-c2ccc(C)c(C)c2)cc1O	5.3	-2.7	-11.1	10.8	1.2	x	-0.5	0.9	7.0
CCOc1ccccc1OCC(=O)Nc1ccc(N2CCCCC2)cc1	11.6	-1.2	-10.7	-7.4	2.1	1.3	-2.1	1.4	-1.7
O=S(=O)(CCn1cccc1)CCn1cccc1	23.0	-5.3	-12.3	-17.8	-0.1	1.1	3.1	x	2.6
CN1C(=O)c2ccccc2Sc2ccc(NC(=O)N3CCCC3)cc21	-2.8	-19.2	-13.6	-12.7	6.3	1.1	-0.9	1	2.6
Cc1ccc(Oc2ncccc2/C=N/OCc2ccc(Cl)c(Cl)c2)cc1	27.0	-2.3	-6.2	19.4	4.5	x	2.4	1.2	21.3
CCOC(=O)c1ccc(NC(=O)C2C3C=CC(C3)C2C(=O)O)cc1 (stereo unspecified)	-8.4	-6.2	-2.1	9.5	-0.3	1.4	-5.8	1.1	3.4
c1cncc(-c2nc(-c3cccs3)cs2)c1	-21.0	-5.7	-18.8	11.5	1.9	1.4	-6.8	0.7	-1.3
Cc1ccc(C(C(=O)NC2CCCCC2)N(Cc2ccco2)C(=O)Cc2c[nH]c3ccccc23)o1 (stereo unspecified)	-8.9	-11.3	-9.4	27.5	4.9	x	5.3	1.3	-3.4
CC1=CC(C)(C)N(C(=O)CSc2nnc(C)s2)c2ccc(C)cc21	-12.4	-1.6	-8.0	-9.7	-3.2	x	5.1	1	2.5
CCOC(=O)Cn1c(=O)c2c(nc(Br)n2Cc2ccccc2)n(C)c1=O	-18.6	-3.6	11.0	-5.0	0.6	1	0.9	1.2	0.9
C=CCOc1ccc2c(c1)C(=NO)c1cc(OCC=C)ccc1-2	-2.0	-1.0	-43.4	-40.9	11.6	1.5	-2.5	0.6	10.7
CCN(C(=O)c1ccc2c(OC)n(CC)nc2c1)c1ccc(OC)cc1	13.2	-5.2	-10.8	-2.8	-6.5	x	-4.3	1	3.7
COc1ccc2[nH]c(=O)c3c(c2c1)OC(C)(C)C=C3	-0.8	-10.6	-1.3	57.0*	10.0	1.3	-10.1	0.9	4.5
O=C(Nc1ncc2c(n1)CC(c1ccco1)CC2=O)c1ccccc1 (stereo unspecified)	-19.9	-1.8	-6.9	-10.6	1.8	1.3	2.8	0.8	-1.9
CCCC(C)C(=O)Nc1nnc(C)s1 (stereo unspecified)	-11.1	-5.0	-8.5	2.5	1.3	1.1	-7.5	1	6.5
COc1ccccc1N1CCN(C(=O)c2cc(C3CC3)on2)CC1	-37.5	-8.5	-14.0	21.5	-0.7	1.1	-4.0	1.3	-0.3
O=C(CNS(=O)(=O)c1ccc(F)cc1)N1CCN(c2ccccc2)CC1	10.5	-1.2	-9.9	-26.6	1.8	1.1	-8.0	0.8	5.3
Cc1occc1C(=O)N1CCN(C(c2ccccc2)c2ccccc2)CC1	-14.9	-8.3	-47.7	-6.7	-5.8	1.1	2.5	1.4	0.7
CC1=C(C(=O)Nc2ccccc2)C(c2ccccn2)n2ncnc2N1 (stereo unspecified)	4.2	-3.6	3.3	1.3	-2.6	x	4.6	1	10.1
C=C(C)CSc1nnc([C@@H]2CCCN2C(=O)OC(C)(C)C)o1	0.6	-2.6	1.8	8.0	0.6	1.2	-2.8	1.4	0.5
Cc1cccc(CN2CCN(CC(=O)NCCCN3CCN(c4ccc(F)cc4)CC3)C2=O)c1	-7.2	-4.2	-13.3	16.8	-1.6	1	2.7	1.7	1.7

Continued.
Structure	PLK1 PBD inh	S1P2 agonist	PLK1 inh	S1P2 antag	FAK blocker	MT1-MMP txn act	EphB4 ephrin blk	PLAP act	HIV Rev-RRE inh
O=C(COC(=O)C1=COCCO1)Nc1ccccc1Oc1ccccc1	7.8	-4.1	-3.4	2.9	-4.0	1.2	6.0	0.8	0.5
CCc1ccccc1N(CC)C(=O)CCc1nc(-c2ccc(C)cc2)no1	-5.2	-0.2	-5.1	-1.2	3.3	1.2	-4.8	1.9	4.5
CC(=C1C(=O)c2ccccc2C1=O)N1CCN(Cc2ccccc2)CC1	-4.9	-2.4	-3.9	-17.1	-0.2	1.1	6.4	1	3.7
CC(=O)N(Cc1ccccc1)c1ncc2c(n1)c(=O)c(C#N)c1ccccn12	8.9	0.5	3.1	-10.2	2.9	x	-0.8	0.9	3.1
COc1ccc(/C(N)=C/C(=O)C(C)(C)C)cc1	1.4	-12.7	-10.8	2.0	-3.2	1.3	1.1	0.9	-0.7
O=C(NC1CCCCCC1)c1cccc(N2CCCC2=O)c1	-0.5	-6.6	-9.4	10.8	10.6	0.8	-0.1	1.2	10.7
NC(=O)c1ccc(NC(=O)c2ccc3c(c2)OCO3)cc1	1.4	-0.9	-2.9	-1.8	0.0	x	2.6	1	9.8
Cc1cc(C)n(-c2nc(NCc3cccnc3)c3c4c(sc3n2)COC(C)(C)C4)n1	17.5	-4.7	-3.8	-1.6	7.6	1.3	5.1	1.6	8.1
Cc1[nH]nc(-c2ccc(OCc3cnn(-c4ccccc4)c3)cc2O)c1Oc1ccc(Cl)cc1	-33.7	-8.8	-5.0	23.9	-6.8	x	2.8	1.2	7.7
O=C(c1cc2ccccc2oc1=O)N(Cc1ccco1)CC1CCCO1 (stereo unspecified)	-9.8	-3.4	23.6	3.5	1.3	1.1	-4.3	1	6.9
O=C(Oc1ccc(Br)cc1C(=O)/C=C/c1ccccc1F)c1ccco1	2.6	-4.7	-6.8	-9.7	-0.8	x	1.7	x	14.0
O=C(Cn1cccc1C(=O)c1ccccc1)NCc1cccnc1	-14.2	-4.7	-10.1	8.4	-0.5	1.1	-0.5	1	2.9
Cc1cccc(C)c1NC(=O)C(NC=O)c1ccc(N(C)C)cc1 (stereo unspecified)	-10.8	-3.6	-7.1	-4.6	4.0	0.9	-0.7	1	7.4
COc1cc(OC)cc(C(=O)OCc2cc3ccccc3[nH]c2=O)c1	4.1	-2.7	-22.8	-2.9	-47.7	1.2	6.6	0.8	1.1

High-throughput results: PubChem, several laboratories
